RAD54 inh = blocks human RAD54 Holliday junction branch migration; Q92698; FAM/BHQ fluorescence; inhibition, % at 10.4 µM; 0.14% of 360,000 active;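 active = mean normalized replicate activity at least 40 and at least half of replicates scoring 40 or more; inconclusive = only one of the two criteria met; inactive = mean below 40 and under half of replicates reaching 40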;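 note: 0% = median of neutral control wells and 100% = median of positive control wells; inhibitors cause a drop in the FAM fluorescence signal; in these data hits start at about 50%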
PglD DTNB = PglD (C. jejuni) enzyme inhibition; purified PglD enzyme, DTNB colorimetric CoA detection; 0.098% of 360,000 active; AID 602405; inhibition, % at 12.5 µM; in the data active = inhibition above about 16%, passing the limit was not always enough; inconclusive = no clear call, values can overlap the other calls; note: strong numbers were not always called active
RAD52 inh = inhibitors of human RAD52 DNA annealing. AID 651710. recombinant RAD52 DNA annealing, FRET fluorescence. inhibition, % at 18.7 µM. 0.46% of 360,000 active;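 active = every replicate showing at least 50% inhibition; inconclusive = mean inhibition at least 50% but not in every replicate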
Target sequence (P43351 whole entry, looked up): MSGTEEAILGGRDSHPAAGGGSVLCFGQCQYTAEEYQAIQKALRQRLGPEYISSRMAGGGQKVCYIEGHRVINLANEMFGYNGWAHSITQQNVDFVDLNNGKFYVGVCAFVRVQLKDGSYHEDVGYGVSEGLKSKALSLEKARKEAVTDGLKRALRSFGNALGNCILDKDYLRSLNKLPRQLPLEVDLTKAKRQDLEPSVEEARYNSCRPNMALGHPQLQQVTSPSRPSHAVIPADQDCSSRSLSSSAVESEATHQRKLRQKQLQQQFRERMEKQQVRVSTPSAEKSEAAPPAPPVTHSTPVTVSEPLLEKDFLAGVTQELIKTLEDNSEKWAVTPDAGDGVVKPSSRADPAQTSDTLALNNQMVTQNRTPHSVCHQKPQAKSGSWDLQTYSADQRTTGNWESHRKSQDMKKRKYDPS
PGC1a acetyl inh = PGC1a acetylation modulation, inhibitor mode. inhibition, % at 15.6 µM. AID 651687. U2OS PGC1a acetylation, AlphaScreen anti-acetyl-lysine; with virally co-expressed GCN5 acetyltransferase. 0.17% of 350,000 active;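 active = every replicate shows inhibition of at least 40%; inconclusive = mean inhibition at least 40% but some replicate below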;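 note: 0% = neutral control wells and 100% = positive control wells; some results beyond the cut were filed as inactive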
Cneo AK release = Cryptococcus neoformans lysis via adenylate kinase release. C. neoformans lysis, adenylate kinase release luminescence, 4 h; normalised: neutral wells 0, clomiphene wells 100. 0.2% of 360,000 active. AID 651654. lysis activity, % at 15 µM;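 active = mean lysis activity across replicates of at least 80%, whatever share of replicates individually reach that level; inactive = mean lysis activity below 80%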
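Material: C. neoformans cells | Amount: Yeast cell density of 5 × 10^6 cells/mL | Medium: Fresh YPD growth medium | Dosing: Single dose | Times: Static 4 h at 37 °C with compound, 1 h detection | Detection: AK luminescence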
E-sel inducer = E-selectin induction on HUVECs. activation, % at 7.58 µM. P16581. AID 686992. 0.37% of 260,000 active. HUVEC E-selectin immunofluorescence imaging; normalized: neutral wells 0, TNF-alpha wells 100;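 active = mean E-selectin-positive cell signal at least 10% of the positive control, reached in at least 60% of replicates, without over 20% cell loss; inconclusive = no rule given, readout overlaps actives, possibly toxicity-flagged; inactive = the rest, including those meeting only one limit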;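 note: in these data hits start at about 27%; measured in HUVEC primary endothelial cells; signal is the percent of cells scored E-selectin positive by PE staining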
Target sequence (P16581 whole entry, looked up): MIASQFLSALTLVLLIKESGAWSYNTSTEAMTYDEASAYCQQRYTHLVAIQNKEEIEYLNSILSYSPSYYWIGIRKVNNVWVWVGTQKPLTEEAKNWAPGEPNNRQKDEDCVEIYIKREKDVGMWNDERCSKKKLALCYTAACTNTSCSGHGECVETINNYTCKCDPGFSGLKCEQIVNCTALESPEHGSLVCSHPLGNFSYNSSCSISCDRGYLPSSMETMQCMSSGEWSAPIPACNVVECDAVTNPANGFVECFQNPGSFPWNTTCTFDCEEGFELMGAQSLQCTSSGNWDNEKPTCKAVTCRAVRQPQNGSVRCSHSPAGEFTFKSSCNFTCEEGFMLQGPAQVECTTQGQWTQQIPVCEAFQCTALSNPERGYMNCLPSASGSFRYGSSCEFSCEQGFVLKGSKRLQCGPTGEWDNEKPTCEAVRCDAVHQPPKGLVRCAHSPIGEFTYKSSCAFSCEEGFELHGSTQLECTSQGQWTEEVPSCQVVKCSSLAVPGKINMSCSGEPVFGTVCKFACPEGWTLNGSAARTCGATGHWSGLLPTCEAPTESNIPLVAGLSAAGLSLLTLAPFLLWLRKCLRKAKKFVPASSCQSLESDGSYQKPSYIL
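Test system: HUVEC; input: 3,000 HUVEC/well; measured by: immunofluorescence imaging; read-out: % PE-positive cells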
miR-122 sensor = inhibitors of miR-122 in Huh7 cells; Huh7 miR-122 Renilla luciferase sensor, 48 h; neutral wells = 0, positive control = 100; activation (reporter increase), % at 12.5 µM; 0.3% of 340,000 active;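 active = mean replicate activation score at least 90 and every replicate individually at or above 90; inconclusive = only one of the two criteria met; inactive = neither criterion met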;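 note: higher luciferase means less miR-122 activity so hits act as miR-122 inhibitors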
ERAP1 HTS inh = inhibitors of human ERAP1 aminopeptidase. Q9NZ08. recombinant ERAP1, Leu-AMC fluorescence, 60 min. inhibition, % at 10.7 µM. 0.15% of 340,000 active;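 active = mean replicate inhibition of at least 30%, or all replicates individually reaching that 30% level; inactive = mean below 30% and not every replicate reaching it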;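 note: 0% = neutral control wells and 100% = L-leucinethiol positive control wells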
* = called active by the depositor; ? = inconclusive; . = not tested or not shown; [ ] = another dose, or the depositor's remark.

SMILES	RAD54 inh	PglD DTNB	RAD52 inh	PGC1a acetyl inh	Cneo AK release	E-sel inducer	miR-122 sensor	ERAP1 HTS inh
COc1ccc(S(=O)(=O)Nc2cccc3c2O[C@@H](CN(C)Cc2ccc(Oc4ccccc4)cc2)[C@H](C)CN([C@H](C)CO)C3=O)cc1	-3	0	18	8	-1	-0.3	1[16.7 µM]	1
O=C(NNc1cc(N2CCOCC2)nc(N2CCOCC2)n1)C12CC3CC(CC(C3)C1)C2	11	-4	.	1	1	-0.1	-1	.
Cc1ccc(S(=O)(=O)Nc2ccc3c(c2)C(=O)N([C@H](C)CO)C[C@H](C)[C@@H](CN(C)C(=O)c2ccccc2)OCCCC[C@@H](C)O3)cc1	-2	1	16	-4	2	.	0[16.7 µM]	0
COc1ccc(F)cc1S(=O)(=O)Nc1ccncc1	-15	-6	7	-5	4	0.7	1	-2
COCc1[nH]nc2c1C(c1ccc(OC)c(OC)c1)C(C#N)=C(N)O2 (configuration not stated)	3	-2	.	5	2	.	-3	.
COCC#Cc1ccc2c(c1)O[C@H](CN(C)S(=O)(=O)c1ccc(F)cc1)[C@@H](C)CN([C@@H](C)CO)S2(=O)=O	3	0	-2	-10	52	-0.4	2[16.7 µM]	0
C/C(=N/NC(=O)c1ccncc1)c1ccc(NC(=O)c2ccccc2)cc1	-7	-3	-9	.	0	?	.	-4
COc1ccc(C)cc1NCC(=O)Nc1ccc(C(C)(C)C)cc1	2	8	.	-14	.	.	-3	.
C/C(=N\NC(=O)Cc1cccn1C)c1cccc2ccccc12	-10	-16	.	19	1	.	-1	.
O=C(c1ccco1)N1CCN(C(=O)C2CC2)CC1	-2	0	-3	0	-2	37*	-13	2
COc1ccccc1NC(=O)Nc1nc(CC(=O)Nc2ccccc2F)cs1	0	-3	-19	-3	1	1.0	-5	-1
Cc1ccc(NC(=O)CSCc2cc(=O)n3cc(C)sc3n2)cc1	-24	4	-23	-5	-3	0.1	17	-4
CCOC(=O)N1CCC(NS(=O)(=O)c2cc(C(=O)OC)n(C)c2)CC1	-5	.	-46	7	-4	-0.3	-2	.
COc1ccc(Cl)cc1Nc1nc2ccc(C)cc2n2cnnc12	3	-2	-26	23	2	0.6	1	2
COCC#Cc1ccc2c(c1)O[C@@H](CN(C)CC1CCOCC1)[C@H](C)CN([C@@H](C)CO)S2(=O)=O	-1	1	-9	-14	37	0.0	-4[16.7 µM]	0
Nc1c(-c2ccc(Cl)cc2)cnc2c(-c3ccc(F)cc3)cnn12	-6	-2	3	1	-14	-0.1	0	0
CC(Oc1ccccc1)C(=O)Nc1ccccc1F (configuration not stated)	2	-2	-3	9	2	.	-1	6
COc1ccc(Cl)cc1C(=O)Nn1cnnc1	-10	1	3	2	-2	.	-3	-7
CC(C)C(=O)Nc1ccc(C=C2C=Cc3ccccc32)cc1	1	5	-10	2	0	-0.1	1	-3
CCOC1=C2[C@@H](CN(S(=O)(=O)c3ccc(C)cc3)[C@H]2c2cccc3ccccc23)[C@H]2C(=O)N(C3CCCCC3)C(=O)[C@H]2C1	-1	2	-3	-23	2	.	22	.
O=c1c2ccccc2oc2cc(-c3ccc(CN4CCOCC4)cc3)ccc12	5	4	-6	.	-1	-0.1	-6	-2
Cc1sc2nc(COC(=O)c3ccc(O)cc3)[nH]c(=O)c2c1C	0	7	-32	-10	5	2.2	3	-5
CCc1cc(CNC(=O)c2ccc(OC3CCN(C(C)=O)CC3)c(OC)c2)on1	-5	-1	-12	-3	0	.	-11	2
COc1cccc2c(=S)c(CCC(C)=O)c(C)[nH]c12	-12	-7	-7	12	-2	2.8	-9	-1
C=CCOc1ccc(/C=C/C(=O)OCC(=O)NCCc2ccccc2)cc1	-2	-3	-3	.	1	-0.3	.	3

New compounds follow
SMILES	RAD54 inh	PglD DTNB	RAD52 inh	PGC1a acetyl inh	Cneo AK release	E-sel inducer	miR-122 sensor	ERAP1 HTS inh
COC(=O)c1ccccc1S(=O)(=O)N(CCCN1CCOCC1)Cc1cccs1	3	0	.	6	0	.	-6	.
Cc1cc(C)cc(OCCCC(=O)O)c1	1	-7	.	6	0	.	0	.
CN1C(=O)c2cc(NC(=O)C3CC3)ccc2OC[C@H]2O[C@H](CC(=O)NCCc3ccncc3)CC[C@H]21	-1	1	-4	-7	-1	0.0	1[16.7 µM]	0
CC(C)(C)c1ccc(S(=O)(=O)NC(Cc2ccccc2)C(=O)O)cc1 (configuration not stated)	-4	-1	.	1	6	.	4	.
Cc1cccc(OCC(=O)NCCCNC(=O)c2cccnc2)c1	-7	4	1	.	-3	-0.1	.	-1
CCCC#Cc1ccc([C@@H]2[C@@H](CO)N3C(=O)CN(S(=O)(=O)Cc4ccccc4)C[C@H]23)cc1	.	.	11	-2	.	-0.6	.	2
CC(C)SC1=NC(C)(C)C=C(/C=C/c2c(Cl)cccc2Cl)N1	8	-3	.	-12	1	.	3	.
CCn1cc(Br)c(C(=O)Nc2ccc(F)c(Cl)c2)n1	-9	3	.	.	-4	.	4	.
COc1ccc2nc(SCC(N)=O)[nH]c2c1	-3	11	.	-7	5	.	0	.
COc1cc(Cl)ccc1OCc1cc(C(=O)N2CCN(C)C(=O)[C@@H]2C)no1	1	2	-13	29	-1	.	1	0
CCOC(=O)/C(=N\Nc1ccccc1)c1csc(Nc2ccc(C)cc2)n1	-2	0	-7	-10	4	.	7	1
CO[C@H]1CC[C@@H]2CCN(C)C(=O)CC3(CCCCC3)CN(C)C(=O)c3cccc(C#N)c3OC[C@H]1O2	0	-1	6	.	1	.	.	-2
CCOC(=O)N1CCN(C(=O)CSc2ncccn2)CC1	-16	1	.	.	5	.	-9	.
CCn1c(CNC(=O)c2ccc(Cl)cc2)nnc1SCC(=O)NC1=NCCS1	7	9	-4	.	-2	0.1	.	5
C[C@H]1CCCCO[C@@H](CN(C)Cc2ccccc2)[C@@H](C)CN([C@@H](C)CO)C(=O)c2cc(NC(=O)Nc3ccc(C(F)(F)F)cc3)ccc2O1	8	-2	-27	2	0	2.5	-29[16.7 µM]	-2
C=CC[C@H](CC(=O)NCCO)C(=O)N[C@@H](COC(=O)[C@@H](CC=C)Cc1ccc(F)cc1)Cc1ccccc1	-6	5	15	4	11	-0.1	-4	-2
O=C(c1ccc2c(=O)n(C3CCCC3)c(=S)[nH]c2c1)N1CCc2ccccc21	4	5	.	4	0	.	-5	.
CC(=O)c1cnn(-c2cc(Oc3cccc(C)c3)ncn2)c1C	6	0	.	-1	4	.	3	.
Cc1ccccc1OCc1nc2ccccc2c(=O)n1/N=C/c1cn[nH]c1-c1ccccc1	-1	0	.	6	-4	.	-5	.
Cc1noc(C)c1S(=O)(=O)Nc1ccc2c(c1)C(=O)N([C@@H](C)CO)C[C@@H](C)[C@H](CN(C)C)O2	2	-1	-7	5	-2	36	1[16.7 µM]	-1
O=C(Nc1ccc2c(c1)oc1ccccc12)c1cccnc1	-4	-6	.	-20	0	.	3	.
CNC[C@@H]1Oc2ccc(NC(=O)NC3CCCCC3)cc2C(=O)N([C@H](C)CO)C[C@@H]1C	-4	-7	-7	3	1	0.0	-13[16.7 µM]	-4
Cc1cccc(NS(=O)(=O)c2ccc(NC(=O)CN(c3cc([N+](=O)[O-])ccc3C)S(C)(=O)=O)cc2)c1	8	8	0	-378	11	.	44	2
CO[C@@H]1CN(C)C(=O)c2cc(NC(=O)c3ccc4c(c3)OCO4)ccc2OC[C@@H](C)N(CC2CC2)C[C@H]1C	6	7	5	105*	-2	-0.2	.	-5
CC(C)COC(=O)N1CCCCC1c1cc(C(=O)N2CCOCC2)no1 (configuration not stated)	3	5	-10	3	2	0.1	-3	1

One compound at a time, from the list above:
O=c1c2ccccc2oc2cc(-c3ccc(CN4CCOCC4)cc3)ccc12 across the screens: RAD54 inh: 5; PglD DTNB: 4; RAD52 inh: -6; PGC1a acetyl inh: .; Cneo AK release: -1; E-sel inducer: -0.1; miR-122 sensor: -6; ERAP1 HTS inh: -2
COC(=O)c1ccccc1S(=O)(=O)N(CCCN1CCOCC1)Cc1cccs1 across the screens: RAD54 inh: 3; PglD DTNB: 0; RAD52 inh: .; PGC1a acetyl inh: 6; Cneo AK release: 0; E-sel inducer: .; miR-122 sensor: -6; ERAP1 HTS inh: .

Next section
SMILES	RAD54 inh	PglD DTNB	RAD52 inh	PGC1a acetyl inh	Cneo AK release	E-sel inducer	miR-122 sensor	ERAP1 HTS inh
Cn1c(CN2CCOCC2)nnc1SCC(=O)NC1CCCCC1	-3	7	.	36	1	.	4	.
Cc1cc(NC(=O)CSc2nnc(-c3c[nH]c4ccccc34)n2C)no1	9	0	-5	-1	1	.	-3	2
CN(C)CC(=O)N1CC(=O)N2[C@H](CO)[C@@H](c3ccc(/C=C/c4ccccc4)cc3)[C@H]2C1	.	.	34	-24	.	0.1	.	3
CC(c1ccccn1)N(CCN(C)C)C(=S)Nc1ccccc1F (configuration not stated)	-1	-4	4	-20	2	.	-11	-4
O=C(Nc1ccc(Cl)cc1)N(C1=NCCC1)c1ccc(OC(F)F)cc1	-1	-4	-5	18	-1	.	-2	1
COc1ccc(CN(C)C[C@H]2OCCCC[C@@H](C)Oc3ccc(NC(=O)NC4CCCCC4)cc3C(=O)N([C@@H](C)CO)C[C@H]2C)cc1	-3	2	8	14	2	-0.3	-5[16.7 µM]	-1
O=C(C[C@H]1C=C[C@@H](NS(=O)(=O)c2ccccc2F)[C@@H](CO)O1)NCCCN1CCOCC1	-3	0	-8	-3	-4	-0.6	.	0
O=C(CN(Cc1ccccc1)C(=O)CCC(=O)Nc1nccs1)NCc1ccc(F)cc1	7	-4	-5	.	-4	0.0	.	3
CCOc1cc(N2CCOCC2)c(OCC)cc1NC(=O)c1cccc(N(C)C)c1	11	-1	-13	-3	-13	1.7	-6	0
CC(=O)Nc1ccc(-c2ccnc3c2CC(C)(C(=O)Nc2cccc(C(F)(F)F)c2)O3)cc1 (configuration not stated)	-11	-5	11	.	0	0.3	5	1
O=C(N[C@@H]1CC[C@H](CCNC(=O)c2cnccn2)O[C@@H]1CO)c1ccc2c(c1)OCO2	3	8	3	8	12	0.0	8[16.7 µM]	-1
CN(c1ccc(C(=O)Nc2ccccn2)cc1)S(=O)(=O)c1ccccc1	-2	-2	-11	-16	0	.	.	3
O=C(c1cncc(Br)c1)N1CCN(S(=O)(=O)c2ccccc2)CC1	-5	-7	7	.	4	.	.	7
Cc1cccc(C(=O)N(c2ccccn2)C(C)c2ccco2)c1 (configuration not stated)	-7	-3	-19	-3	0	4.8	13	-4
O=C(Nc1ccc2c(c1)OCO2)Nc1ccc(Br)cn1	2	-4	.	7	-1	.	6	.
Cc1c(C)c2ccc(OCC(=O)Nc3ccc(N4CCC(C)CC4)cc3)cc2oc1=O	-1	-5	-18	5	1	.	-4	1
O=C(NC1CCCC1)C1CC(=O)N(CCc2ccccc2)C1 (configuration not stated)	-4	-5	.	-13	3	.	-3	.
O=C1c2ccccc2C(=O)N1CCC#Cc1ccc2cc(C3(O)CCCCC3)oc(=O)c2c1	7	1	-4	-3	-1	0.4	-4	.
CCN(C[C@H]1N[C@@](CC)(C(=O)OC)[C@H]2C(=O)N(C)C(=O)[C@@H]12)C(=O)C1CCCCC1	-8	1	-5	.	-1	-0.1	.	0
CO[C@H]1CN(C)C(=O)c2cc(C#N)ccc2OC[C@@H]2O[C@H](CC[C@H]2OC)CCN(C)C(=O)[C@H]1C	-9	2	-4	-6	7	0.2	.	0
NC(c1csc(Nc2ccc(C(=O)NCCO)cc2)n1)C1CCCCC1 (configuration not stated)	1	0	-44	-2	3	-0.1	.	6

High-throughput results deposited in PubChem BioAssay by Broad Institute.
